High-throughput results from PubChem BioAssay.
FAK blocker – FAK kinase inhibitors, primary screen, biochemical; Focal adhesion kinase 1 (Homo sapiens), Q05397; biochemical FAK kinase activity assay; inhibition, %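 (tested at 7 µM)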; 97,000 compounds, 0.84% hits; AID 727, 2007; in the data active = inhibition above about 19%;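 also: 0% = DMSO and 100% = reference compound high control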
Target sequence (Q05397 whole entry, looked up): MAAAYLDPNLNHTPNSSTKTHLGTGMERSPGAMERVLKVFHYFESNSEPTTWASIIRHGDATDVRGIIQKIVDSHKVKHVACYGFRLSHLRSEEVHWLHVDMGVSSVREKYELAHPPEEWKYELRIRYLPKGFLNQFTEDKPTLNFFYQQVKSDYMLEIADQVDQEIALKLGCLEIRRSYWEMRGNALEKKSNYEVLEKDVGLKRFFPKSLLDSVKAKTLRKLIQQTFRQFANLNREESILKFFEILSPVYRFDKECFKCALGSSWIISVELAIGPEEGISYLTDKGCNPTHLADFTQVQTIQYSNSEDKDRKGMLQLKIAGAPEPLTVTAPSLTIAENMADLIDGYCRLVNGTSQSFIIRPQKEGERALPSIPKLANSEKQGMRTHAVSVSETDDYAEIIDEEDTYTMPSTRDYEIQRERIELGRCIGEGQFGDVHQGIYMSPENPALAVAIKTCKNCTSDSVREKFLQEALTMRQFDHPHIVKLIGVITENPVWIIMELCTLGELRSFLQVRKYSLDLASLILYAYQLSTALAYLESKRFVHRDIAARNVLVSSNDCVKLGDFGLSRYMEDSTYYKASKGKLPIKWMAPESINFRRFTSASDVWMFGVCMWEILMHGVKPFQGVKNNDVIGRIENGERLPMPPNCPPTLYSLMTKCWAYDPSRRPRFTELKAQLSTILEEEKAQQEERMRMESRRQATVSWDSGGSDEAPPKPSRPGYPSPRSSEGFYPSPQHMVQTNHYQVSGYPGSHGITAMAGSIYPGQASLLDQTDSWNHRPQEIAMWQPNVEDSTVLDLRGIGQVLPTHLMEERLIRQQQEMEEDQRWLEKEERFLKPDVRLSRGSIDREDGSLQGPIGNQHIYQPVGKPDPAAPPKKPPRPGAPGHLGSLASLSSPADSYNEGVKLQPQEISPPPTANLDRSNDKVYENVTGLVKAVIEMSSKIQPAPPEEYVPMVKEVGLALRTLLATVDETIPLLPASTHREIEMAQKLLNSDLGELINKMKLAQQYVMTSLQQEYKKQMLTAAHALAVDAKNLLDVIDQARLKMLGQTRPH
ERa SRC1 pot – enhancers of ERα–SRC-1 coactivator binding, primary screen, biochemical, TR-FRET, ERα LBD, low estradiol. 86,000 compounds, 1.3% hits. Estrogen receptor (Homo sapiens), P03372. coactivator binding (% of control), % at 25.6 µM. TR-FRET ERalpha-LBD/SRC-Cy5 coactivator binding, 2 h; 100 = basal binding, no effect; in the data active = activity above about 200%;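 also: binding measured in presence of low estradiol as agonist stimulus; 0% = peptide alone without receptor and 100% = receptor with peptide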
PLAP activator – PLAP enzyme activators, biochemical, luminescence, HTS | activation fold at 20 µM | 96,000 compounds, 1.2% hits | AID 696, 2007 | purified PLAP enzyme, luminescent substrate read-out; hits give high values | Alkaline phosphatase, placental type (Homo sapiens), P05187; in the data active = activation fold above about 2
Mac1 fbg inh – inhibitors of CD11b/CD18 adhesion to fibrinogen, primary screen, K562 cells, luminescence; ATPlite luminescence; Mn2+ added to activate the integrin; inhibition, % at 10 µM; 93,000 compounds, 0.54% hits;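 active = primary inhibition of 50% or more at 10 µM, then 40% or more on retest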; also: some results filed as inactive read as strong as hits
MT1-MMP txn act – MT1-MMP promoter reporter activation – cell-based, luciferase luminescence, primary screen. HT1080 MT1-MMP promoter luciferase reporter, overnight; hits give high values. activation factor at 10 µM. 86,000 compounds, 0.16% hits;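 active = activation factor of at least 2 for MT1-MMP transcription at 10 µM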
ERb SRC1 inh – inhibitors of ERβ-SRC1 coactivator interaction, primary screen, biochemical, TR-FRET, ERβ LBD, SRC-1 peptide | Estrogen receptor beta (Homo sapiens), Q92731 | TR-FRET ER-beta LBD / SRC1-Cy5 peptide binding; receptor agonist-loaded with 1 µM estradiol | inhibition, % at 25.6 µM | 86,000 compounds, 1.3% hits;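 active = compounds whose percent inhibition of the receptor-coactivator binding signal exceeds about 50% in the single-dose screen, limit read from the data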;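 also: 0% = receptor plus peptide wells without compound and 100% = peptide-only wells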
E coli WT exp – growth inhibitors of wild-type E. coli, primary screen, strain BW25113, expanded library, OD600. growth inhibition, % at 100 µM. 98,000 compounds, 0.15% hits. OD600 absorbance;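 active = growth inhibition above about 50% at one test dose, limit read from the data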;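 also: growth measured after 20 h incubation at 37 °C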
ERa coact inh – ERα–SRC-1 coactivator interaction inhibitors, primary screen, biochemical, TR-FRET, ERα LBD, estradiol-bound | TR-FRET ER-alpha LBD / SRC-1 peptide | Estrogen receptor (Homo sapiens), P03372 | inhibition, % at 25.6 µM | 86,000 compounds, 1.7% hits; in the data active = inhibition above about 50%;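 also: 0% = receptor plus peptide control and 100% = peptide only without receptor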
CD11b adhes enh – enhancers of CD11b/CD18 adhesion to fibrinogen, primary screen, K562 cells, luminescence; Integrin beta-2 (Homo sapiens) + Integrin alpha-M (Homo sapiens), P05107+P11215; ATPlite luminescence; activation, % at 10 µM; 93,000 compounds, 0.07% hits;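 active = 10 µM primary screen giving 50% or more activity, confirmed by 40% or more on retest at that dose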; also: strong numbers were not always called active; reference of the scale not given here
* marks the source's active call; other numbers are inactive results; / = not tested or not shown; [ ] = dose if it differs, or a comment.

Compound,FAK blocker,ERa SRC1 pot,PLAP activator,Mac1 fbg inh,MT1-MMP txn act,ERb SRC1 inh,E coli WT exp,ERa coact inh,CD11b adhes enh
CCOC(=O)CSC1=C(C#N)C(c2ccccc2Cl)C(C(=O)OC)C(=O)N1 (stereo unspecified),0,99,1.1,-1,1.1,-7,-3,4,-6
COC(=O)NNC(=O)C(C)Oc1ccc(Cl)cc1Cl (stereo unspecified),0,/,1.1,9,/,/,1,/,0
CC1=C(C(=O)N2CCOCC2)C(c2cc(C)cs2)NC(=O)N1 (stereo unspecified),-3,127,1.1,-17,1.1,-3[fluorescence artefact?],0,-3,1
Nc1ccc(C2CCCc3nonc32)c2nonc12 (stereo unspecified),-1,128[fluorescence artefact?],0.8,-8,/,-12,0,-2,-1
O=C(CNC(=O)c1ccco1)OCC(=O)c1ccc2ccccc2c1,0,94,0.9,15,1.1,-6,6,-8,-4
Cc1nn(CC(=O)NCc2cccc3ccccc23)c(=O)c2ccccc12,1,257*[fluorescence artefact?],0.8,/,1.1,-9,2,-27[fluorescence artefact?],/
CC(C)CNC(=O)c1ccc(Cl)c(Cl)c1,0,104[fluorescence artefact?],1,-8,1.2,-15[fluorescence artefact?],13,-18,2
CC1CCN(C(=O)CSc2nnc(CNc3ccc(F)cc3)n2Cc2ccco2)CC1,-3,115,1.2,7,/,-15,7,-2,-6
COc1ccc(-n2nnnc2SCC(=O)Nc2nnc(C)s2)cc1,1,/,1,-39,/,/,0,/,4
Nc1nonc1OCCc1ccccc1,2,115,0.8,-16,1.2,2,9,1,6
O=C(Nc1cccc(F)c1)c1cccnc1N1CCOCC1,-2,105,1,2,1.2,-1,4,6,-6
Cc1cc(CNC(=O)Cc2c(F)cccc2Cl)nn1C,-2,115,0.9,-13,1.4,-6,-3,-10,-1
CS(=O)c1nc(-c2ccc(Br)cc2)cc(-c2ccccc2)c1C#N (stereo unspecified),/,123[fluorescence artefact?],0.8,4,1,-3,-9,8[fluorescence artefact?],-2
Cc1ccc(C)n1NC(=O)c1ccccc1,0,94,1.1,/,1.1,-14[fluorescence artefact?],-2,-9,/
O=C(/C=N/O)NCCCn1ccnc1,-2,99,0.9,-1,1,-2[fluorescence artefact?],-1,-7,-2
Cc1nc2ccc(S(=O)(=O)NCC(=O)N(C)Cc3ccco3)cc2s1,1,80,0.8,-14,1.3,9,-14,2,1
O=C(c1ccccc1)c1cc(-c2ccccn2)c(N2CCOCC2)s1,0,/,1.1,-6,/,/,-1,/,0
Cc1ccc(-c2ccc(/C=N/N3C(=O)C4C5C=CC(C6CC56)C4C3=O)o2)c([N+](=O)[O-])c1 (stereo unspecified),1,95[fluorescence artefact?],1,-2,1.2,25,-2,-6,0
Cc1occc1C(=O)OCC(=O)Nc1ccc(F)cc1,1,107,0.9,-12,1.5,5[fluorescence artefact?],8,6,-3
O=C(NC1CCCCC1)C(c1ccco1)N(CCc1ccccc1)C(=O)C(F)(F)F (stereo unspecified),0,96,/,/,1,1,/,3,/
Cc1ccc(Cl)cc1NC(=O)CC1NCCNC1=O (stereo unspecified),-2,100,/,/,1.2,1,/,0,/
COc1ccc(OCC(=O)Nc2nc3ccccc3[nH]2)cc1,0,94,1.5,-2,1.3,-5,2,3,-6
O=C(Nc1ccc2c(c1)OCO2)C1CCCN1C(=O)NCc1ccccc1 (stereo unspecified),0,101[fluorescence artefact?],0.9,1,1,10,-8,6,7
CCOC(NC(=O)c1ccccc1)C(NC(=O)c1ccccc1)OCC (stereo unspecified),0,104,1,-6,1.1,-10,0,0,0
N#CC(C(=O)Nc1ccccc1)=C1Nc2ccccc2N1,1,107,1.4,-6,1.3,-11,1,0,-3
Cc1ccc(-n2ncc3c(=O)n(CC(=O)NCc4ccco4)cnc32)cc1,5,86,/,/,1,12,-20,6,/
O=C(Cn1cnc2ccccc2c1=O)OCCCCN1C(=O)c2ccccc2C1=O,-3,97,1,-5,1,6,-6,-3,11
Cc1c(C2(c3c(C)n(C)n(-c4ccccc4)c3=O)C(=O)Nc3ccc(F)cc32)c(=O)n(-c2ccccc2)n1C,-1,96,1.6,10,1.1,9[fluorescence artefact?],3,3,-2
Cc1cccc(N2C(=O)CC(N3CCN(C(=O)c4ccccc4)CC3)C2=O)c1 (stereo unspecified),-6,/,1,/,1.1,/,6,/,/
Cc1ccccc1C1NS(=O)(=O)N=C1N (stereo unspecified),-8,109,1.1,/,1,-15,-3,-4,/
CCOC(=O)CSc1nnc([C@H](Cc2ccccc2)NC(=O)OC(C)(C)C)o1,-3,105,1.3,20,1.2,2,-1,2,-6
O=C(NCC1CCCO1)c1ccc(S(=O)(=O)N2CCC(c3nc4ccc(Cl)cc4[nH]3)CC2)cc1 (stereo unspecified),-1,95,/,/,0.9,9,/,13,/
Cc1nnc(NC(=O)CSc2nnc(Cc3cccn3C)n2-c2ccccc2)s1,-7,141,1.3,-27,1.1,1,-1,-5,-2
CCSCCC(NC1=CC(=O)CC(C)(C)C1)C(=O)O (stereo unspecified),-3,134,1.1,-46,1.3,-8,-2,-13[fluorescence artefact?],1
CC1=C(C)[N+](=O)C2(O)CCCCC2(C)N1[O-] (stereo unspecified),6,109,1.1,15,0.9,-3,1,-8,1
COCc1cc(C)n(CC(=O)Nc2ccc(Cl)cc2Cl)c(=O)c1C#N,1,/,1.1,0,/,/,-2,/,-2
CC(C(=O)NC1CCCC1)N(Cc1ccc2c(c1)OCO2)C(=O)c1snc(C(N)=O)c1N (stereo unspecified),5,105,0.8,8,1,-9,-3,12[fluorescence artefact?],1
O=C(O)C1CC=CCC1C(=O)c1ccccc1 (stereo unspecified),-1,91[fluorescence artefact?],1,2,1.1,10,2,8[fluorescence artefact?],-2
O=C(O)Cn1cc2c(n1)CCCCC2,-2,/,0.9,9,1.2,/,-2,/,-1
CCN(CC)S(=O)(=O)c1ccc2oc(C(=O)NCc3ccc(F)cc3)c(C)c2c1,/,109,1.2,-7,1,25,-8,1,9
CSCCC(NS(=O)(=O)c1ccc2c(c1)OCCO2)C(=O)NCCc1ccccn1 (stereo unspecified),-8,110,1.2,-26,1,10[fluorescence artefact?],-2,10[fluorescence artefact?],-2
CN(Cc1ccccc1)C(=O)CCS(=O)(=O)c1ccc2c(c1)n(C)c(=O)c(=O)n2C,/,103,0.9,-1,1.1,-1,-1,-12,5
COc1ccccc1C(=O)NC(C)c1ccccc1 (stereo unspecified),-1,92,0.8,-15,1.2,-4,-2,-6,1
O=C1C2C3c4ccccc4C(c4ccccc43)C2C(=O)N1/N=C/c1cccc(O)c1 (stereo unspecified),12,/,1,1,/,/,6,/,0
COc1ccc(CNC(=O)CN(c2cc(C)cc(C)c2)S(=O)(=O)c2c(C)noc2C)cc1,-2,112,0.9,-19,1,-4[fluorescence artefact?],-4,-2,0
CCOc1ccccc1/C=c1\sc2ncnn2c1=O,-1,85,1.2,/,1.1,6,-8,-22,/
Cc1nn(-c2ccc(C(=O)O)cc2)c(=O)c2ccccc12,0,/,0.9,-17,1,/,-10,/,-2
O=C(Cn1ncc2c(=O)oc3ccccc3c21)Nc1nc2ccccc2s1,0,429*,0.8,20,1.2,-4[fluorescence artefact?],-8,6[fluorescence artefact?],19
CC(C)(C)c1ccc(OCC(=O)NNC(=O)Cc2cccs2)cc1,4,/,1.8,-4,/,/,4,/,1
COCCN1Cc2cccc(C(=O)Nc3ccc(S(=O)(=O)N4CCCCC4)cc3)c2C1=O,/,114,/,/,1.1,0[fluorescence artefact?],/,11[fluorescence artefact?],/
CCC(=O)NC1(C(F)(F)F)C(=O)Nc2c1c(=O)n(C)c(=O)n2C (stereo unspecified),/,/,0.9,16,1,/,1,/,-3
Cc1ccc(-c2noc(CSc3nnnn3-c3ccccc3)n2)cc1,5,110,0.7,13,1.1,-5,-20,-4,-2
CCCCOCCCNS(=O)(=O)Cc1ccccc1,-3,120,0.9,-8,1.2,0[fluorescence artefact?],5,-1[fluorescence artefact?],3
O=C1CC(SCc2nc3ccccc3[nH]2)C(=O)N1c1cccc(Cl)c1 (stereo unspecified),0,93,1.3,-20,1.2,4,-1,11,1
O=C(CCN1CCN(c2ccccc2F)CC1)Nc1ccc2c(c1)OCO2,/,119,1.2,10,1,6,6,0,0
c1ccc(-c2nc3cc(Oc4ccc5oc(-c6ccccn6)nc5c4)ccc3o2)nc1,/,72[fluorescence artefact?],/,/,0.9,20,/,31,/
CCC(C)NC(=O)C1CCN(S(=O)(=O)N2CCCC2)CC1 (stereo unspecified),/,122[fluorescence artefact?],0.8,-15,1.2,-5[fluorescence artefact?],3,-2,5
CCCNC(=S)Nc1ccc(Oc2ccccc2)cc1,0,/,0.8,12,/,/,31,/,-3
CCCNS(=O)(=O)c1ccc(CCC(=O)NCc2cccnc2)cc1,0,87,1,-18,1.1,38[fluorescence artefact?],-5,-1[fluorescence artefact?],-2

Structural class, the entries above containing an NH in an aromatic ring (three)
Compound,FAK blocker,ERa SRC1 pot,PLAP activator,Mac1 fbg inh,MT1-MMP txn act,ERb SRC1 inh,E coli WT exp,ERa coact inh,CD11b adhes enh
COc1ccc(OCC(=O)Nc2nc3ccccc3[nH]2)cc1,0,94,1.5,-2,1.3,-5,2,3,-6
O=C(NCC1CCCO1)c1ccc(S(=O)(=O)N2CCC(c3nc4ccc(Cl)cc4[nH]3)CC2)cc1 (stereo unspecified),-1,95,/,/,0.9,9,/,13,/
O=C1CC(SCc2nc3ccccc3[nH]2)C(=O)N1c1cccc(Cl)c1 (stereo unspecified),0,93,1.3,-20,1.2,4,-1,11,1
